Assay outcomes: PubChem BioAssay, several laboratories
CAL PDZ FP-1: untagged CAL PDZ binding inhibitors, primary screen, biochemical, fluorescence polarization, HTS; inhibition, % at 24.9 µM; AID 602252, 2012; Golgi-associated PDZ and coiled-coil motif-containing protein (Homo sapiens), Q9HD26; 0.92% of 300,000 active; purified CAL PDZ, TMR-peptide fluorescence polarization, 1 h;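 active = mean inhibition of at least 30% with at least half of replicates also reaching 30%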;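 note: 0% = DMSO neutral control and 100% = excess unlabeled competitor peptide PRC23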
phage Ecoli inh: growth loss of phage-infected E. coli, primary screen, RecBCD inhibitor project, absorbance, with phage, HTS; inhibition, % at 11.9 µM; 0.26% of 360,000 active; in the data active = inhibition above about 11%
Wnt act: Wnt/beta-catenin pathway activators, primary screen, cell-based, plate reader, single point | activation, % at 9.35 µM | Wnt/beta-catenin reporter cell assay, activator | 1.2% of 300,000 active | AID 743398, 2014; in the data active = activation above about 30%, passing the limit was not always enough;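 note: 0% = neutral control wells and 100% = positive control wells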
MITF act: activators of MITF-driven TRPM1 promoter reporter, primary screen, cell-based, SK-MEL-5, luciferase, single point. SK-MEL-5 TRPM1-promoter luciferase, 24 h; % of positive control, neutral wells = 0. activation, % at 12.5 µM. 0.75% of 300,000 active;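 active = mean activation of at least 80% with every replicate also reaching 80%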;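 note: 0% = neutral control wells and 100% = parthenolide positive control wells; values of inactives mirror those of a sister screen read the other way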
SR-BI uptake up: activators of SR-BI mediated DiI-HDL uptake, primary screen, ldlA[mSR-BI] CHO cells, DiI fluorescence | activation, % at 12.5 µM | 0.096% of 320,000 active | AID 504775, 2011 | 3 h; 100 = double the neutral-control signal;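 active = mean replicate activation of at least 60% and every replicate at or above 60%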;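 note: 0% = median plate neutral-control signal and 100% = twice that signal; values of inactives mirror those of a sister screen read the other way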
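Test system: SR-BI-overexpressing, LDLR-lacking CHO cells; Medium: Ham's F12 with 0.5% BSA, HEPES 25 mM, pH 7.4; Schedule: 3 h, 37 °C; Technique: bottom-read fluorescence, 550/595 nm.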
Ecoli viability: E. coli V3065 growth inhibition, primary screen, counter-screen for AddAB inhibitor project, absorbance, OD600. 0.27% of 330,000 active. 18 h. AID 449728, 2010. inhibition, % at 11.9 µM;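 active = inhibition above the campaign's mean inhibition across all tested compounds plus 3 SD, cut at about 9.9% in these data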;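 note: uninfected addAB+ strain grown without phage in ampicillin broth; 0% = DMSO wells and 100% = ciprofloxacin 0.95 µg/ml wells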
SR-BI DiI inh: inhibitors of SR-BI mediated HDL lipid uptake, primary screen, ldlA[mSR-BI] cells, fluorescence, single point | Scavenger receptor class B member 1 (Mus musculus), Q61009 | ldlA[mSR-BI] CHO cells, DiI-HDL uptake fluorescence, 3 h | inhibition, % at 12.5 µM | 0.96% of 320,000 active | AID 488896, 2010;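 active = mean replicate inhibition of at least 70% and a set share of replicates each scoring 70 or more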;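 note: 0% = median of neutral control wells and 100% = median of positive control wells; values of inactives mirror those of a sister screen read the other way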
Target sequence (Q61009 whole entry, looked up): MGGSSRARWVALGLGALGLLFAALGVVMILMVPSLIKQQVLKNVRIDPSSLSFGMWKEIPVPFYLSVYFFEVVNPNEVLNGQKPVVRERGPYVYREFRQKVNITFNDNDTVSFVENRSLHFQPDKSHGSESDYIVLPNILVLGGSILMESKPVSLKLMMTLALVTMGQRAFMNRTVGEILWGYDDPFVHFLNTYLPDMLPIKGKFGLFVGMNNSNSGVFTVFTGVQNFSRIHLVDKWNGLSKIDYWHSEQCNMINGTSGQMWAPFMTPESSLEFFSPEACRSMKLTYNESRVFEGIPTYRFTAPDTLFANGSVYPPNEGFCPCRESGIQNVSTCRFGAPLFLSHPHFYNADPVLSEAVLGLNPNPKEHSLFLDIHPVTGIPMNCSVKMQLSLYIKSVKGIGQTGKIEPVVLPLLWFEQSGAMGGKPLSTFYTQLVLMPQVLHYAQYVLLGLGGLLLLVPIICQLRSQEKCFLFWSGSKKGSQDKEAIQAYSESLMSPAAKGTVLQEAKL
CAL PDZ FP-2: CAL PDZ peptide-binding inhibitors, primary screen, biochemical, fluorescence polarization, Cer-tagged CAL PDZ, HTS; Golgi-associated PDZ and coiled-coil motif-containing protein (Homo sapiens), Q9HD26; purified CAL PDZ, TMR-peptide fluorescence polarization, 1 h; inhibition, % at 20 µM; 0.02% of 330,000 active; AID 504414, 2011;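 active = highest replicate inhibition of at least 40%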;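 note: plate controls were DMSO neutral control wells for no effect and unlabeled competitor peptide control wells for full effect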
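Read-out basis: mP drop reported as inhibition | Assay system: Tagged CAL PDZ protein CerCALP, purified | Benchmarks: Unlabelled peptide for full inhibition, DMSO wells as neutral | Schedule: 1 h incubation at room temperature before polarization reading | Buffer or medium: Sodium phosphate/NaCl buffer pH 7.4 with TCEP, IgG, Thesit | Doses: Single point, 20 µM | Measured by: Fluorescence polarization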
AddAB inh: growth inhibition of E. coli expressing H. pylori AddAB, primary screen, AddAB inhibitor project, absorbance. inhibition, % at 11.9 µM. 0.29% of 330,000 active; in the data active = inhibition above about 12%;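 note: 0% = vehicle wells of infected cells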
Tat export inh: E. coli Tat export inhibitors, primary screen, MC4100, TorA-mCherry reporter, fluorescence, single point | AID 488895, 2010 | 0.036% of 340,000 active | inhibition, % at 10 µM;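 active = mean replicate inhibition at least 50% and at least half of replicates individually reaching 50%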;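 note: exported cargo escapes ClpAP degradation while cytoplasmic cargo is degraded and loses fluorescence; 0% = median of neutral control wells and 100% = median of NaSCN control wells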
Starred values were filed as active, the others as inactive; . = no result given; & = joins results of further samples.

SMILES | CAL PDZ FP-1 | phage Ecoli inh | Wnt act | MITF act | SR-BI uptake up | Ecoli viability | SR-BI DiI inh | CAL PDZ FP-2 | AddAB inh | Tat export inh
O=C(NCC1(c2ccccc2)CCCC1)c1ccccc1Br | -2 | 3.9 | 2 | -6 | 1 | 2.1 | -1 | -1.6 | 4.0 | 8
CC(=O)Nc1ccc(C(=O)OCCC(C)C)cc1 | -1 | 2.7 | . | 56 | 1 | 0.7 | -1 | -1.0 | -0.1 | -14
CC(NS(=O)(=O)c1ccc(OCC(=O)N2CCOCC2)cc1)c1ccccc1 (stereo not drawn) | -1 | 2.1 | -2 | -9 | 6 | 0.1 | -6 | -1.0 | 2.7 | -7
N#Cc1ccccc1OCCCN1CCC(Cc2ccccc2)CC1 | -6 | 1.2 | -3 | . | 41 | -0.4 | -41 | -2.9 | 1.5 | -4
C/C(Nc1ccc(Cl)cc1)=C1/CCOC1=O | -2 | 1.9 | 2 | -7 | 8 | . | -8 | -0.2 | . | -13
CC(C)n1c(-c2ccc(N(C)C)cc2)nc2ccccc21 | -1 | 2.5 | . | 55 | -88 | -1.6 | 88* | -0.8 | 1.3 | 8
CCCCn1c(SCC(=O)O)nc2ccccc21 | 1 | 4.4 | -1 | -3 | 8 | 1.9 | -8 | 0.1 | -0.6 | 3
COc1ccc(CNC(=O)C[C@H]2C[C@H](C(=O)N3CCOCC3)[C@@]3(CCC4CCCC4)c4[nH]c5ccc(Cl)cc5c4CCN3C2=O)cc1OC | -1 | 0.2 | -4 | -71 | -30 | -0.7 | 30 | 0.9 | -0.2 | 9
CC(=O)Oc1cc(O)c2c(c1)OC(c1ccc(OC(C)=O)c(OC(C)=O)c1)C(OC(C)=O)C2=O (stereo not drawn) | -2 | 3.6 | 2 | 2 | 7 | 1.2 | -7 | 0.2 | -1.5 | 0
O=C(c1c[nH]c(C(=O)C(Cl)(Cl)Cl)c1)c1ccccc1Cl | -1 | 2.3 | . | -7 | 24 | -0.3 | -24 | -0.7 | 5.6 | -1
COc1ccc(C(=O)N/C(=C\c2ccc(Cl)cc2)C(=O)NCC2CCCO2)cc1 (stereo not drawn) | -2 | 0.1 | -3 | -2 | -1 | -1.5 | 1 | -1.6 | 1.8 | 3
CC(C)(C)c1ccc(OC(=O)c2ccc3snnc3c2)cc1 | 2 | 1.3 | 2 | 10 | 28 | -0.1 | -28 | -1.3 | 2.6 | 3
Cc1ccccc1-n1cc(CNC(=O)CCc2nnc(CCc3ccccc3)o2)cn1 | -9 | -0.6 | 2 | 7 | -22 | 0.6 | 22 | -1.2 | 1.0 | 12
COc1cccc(CNC(=O)Cn2nc(C)c([N+](=O)[O-])c2C)c1 | . | -0.8 | 1 | -9 | -5 | -0.9 | 5 | 0.9 | 0.5 | -8
CCNC(=S)N/N=C/c1cc(C)n(-c2ccc(Cl)cc2)c1C | -7 | 2.8 | 1 | 86* | -8 | -0.8 | 8 | -0.6 | 0.6 | 3
Cc1ccc2c(c1)c1nnc(SCC(=O)Nc3ccc(N(C)C)cc3)nc1n2CC(=O)O | 1 | 1.3 | 1 | -15 | 10 | 0.2 | -10 | 0.3 | 5.0 | -1
CC(=O)c1cc2c(cc1NC(=O)Cn1cnc3ccccc3c1=O)OCO2 | 3 | 2.9 | 2 | -5 | 0 | -0.3 | 0 | -0.1 | 2.1 | -2
CN1CCc2c(sc(/N=C/c3cccs3)c2C(N)=O)C1 | 0 | . | . | . | -24 | -0.5 | 24 | . | -2.9 | 6
Cc1ccccc1Nc1nc(N)nc(COC(=O)c2cccc(S(=O)(=O)N(C)c3ccccc3)c2)n1 | -1 | 0.7 | -1 | 14 | 2 | -1.6 | -2 | 0.5 | 5.1 | 14
COc1ccc(CCC(=O)OCC(=O)c2cccc(OC)c2)cc1 | -2 | -3.6 | -2 | -6 | 5 | 2.7 | -5 | -1.0 | 2.0 | 2
O=C(O)c1ccc(NCc2nc3ccccc3n2CCOc2ccccc2Cl)cc1 | -10 | 1.8 | 0 | 9 | 9 | 0.8 | -9 | -1.7 | 0.6 | -5
COc1cccc(C(=O)OCC(=O)N2CCc3ccccc3C2)c1OC | . | 1.8 | -2 | . | . | 0.0 | . | . | 2.3 | .
Cc1ccc(NS(=O)(=O)c2ccc3c(c2)CC(=O)N3)cc1C | -2 | 0.5 | 3 | . | -4 | -3.0 | 4 | -0.4 | -1.2 | 0
Cc1cc(O)c(C(C)C)cc1N=Cc1cc([N+](=O)[O-])ccc1O | 0 | 1.1 | 4 | 1 | 17 | -0.8 | -17 | -2.4 | 0.3 | -13
CCN(CC)S(=O)(=O)c1ccc(N2CCOCC2)c(NC(=O)c2sccc2C)c1 | -4 | 1.9 | -6 | -7 | -9 | -0.7 | 9 | -1.7 | 0.0 | 5

In another format: results already given.
CC(=O)Nc1ccc(C(=O)OCCC(C)C)cc1
  CAL PDZ FP-1 = -1	phage Ecoli inh = 2.7	Wnt act = .	MITF act = 56	SR-BI uptake up = 1	Ecoli viability = 0.7	SR-BI DiI inh = -1	CAL PDZ FP-2 = -1.0	AddAB inh = -0.1	Tat export inh = -14

COc1ccc(C(=O)N/C(=C\c2ccc(Cl)cc2)C(=O)NCC2CCCO2)cc1 (stereo not drawn)
  CAL PDZ FP-1 = -2	phage Ecoli inh = 0.1	Wnt act = -3	MITF act = -2	SR-BI uptake up = -1	Ecoli viability = -1.5	SR-BI DiI inh = 1	CAL PDZ FP-2 = -1.6	AddAB inh = 1.8	Tat export inh = 3

O=C(NCC1(c2ccccc2)CCCC1)c1ccccc1Br
  CAL PDZ FP-1 = -2	phage Ecoli inh = 3.9	Wnt act = 2	MITF act = -6	SR-BI uptake up = 1	Ecoli viability = 2.1	SR-BI DiI inh = -1	CAL PDZ FP-2 = -1.6	AddAB inh = 4.0	Tat export inh = 8

Cc1cc(O)c(C(C)C)cc1N=Cc1cc([N+](=O)[O-])ccc1O
  CAL PDZ FP-1 = 0	phage Ecoli inh = 1.1	Wnt act = 4	MITF act = 1	SR-BI uptake up = 17	Ecoli viability = -0.8	SR-BI DiI inh = -17	CAL PDZ FP-2 = -2.4	AddAB inh = 0.3	Tat export inh = -13

(cont.)
SMILES | CAL PDZ FP-1 | phage Ecoli inh | Wnt act | MITF act | SR-BI uptake up | Ecoli viability | SR-BI DiI inh | CAL PDZ FP-2 | AddAB inh | Tat export inh
Cc1ccc2sc(C)[n+](CCO)c2c1 | 8 | 3.2 | -4 | -7 | 4 | -1.0 | -4 | -0.9 | 3.0 | 6
CC(C)COCC(O)CCC(=O)NNC(=S)Nc1ccccc1 (stereo not drawn) | -1 | 2.8 | -2 | 11 | -5 | -0.1 | 5 | -0.4 | 0.8 | 1
O=C(Nc1ccccc1N1CCOCC1)c1cc2ccccc2o1 | -5 | 0.2 | 7 | 9 | . | 1.6 | . | -2.6 | 1.9 | -2
C=CCN(C(=O)C1CSC2(C)CCC(=O)N12)c1nc(-c2ccccc2)cs1 (stereo not drawn) | -5 | 4.6 | 1 | 30 | -11 | 1.1 | 11 | -3.2 | -0.4 | 3
CCOC(=O)CCNC(=O)N1CCCC(N2CCN(c3ccc(OC)cc3)CC2)C1 (stereo not drawn) | . | 1.9 | 2 | 1 | -14 | 0.5 | 14 | -1.2 | -1.8 | 14
CC(=O)NCC1CCN(C(=O)C2CCC(=O)N(CCc3cccc(F)c3)C2)CC1 (stereo not drawn) | -5 | -1.1 | -2 | -1 | 12 | -2.0 | -12 | -2.5 | 0.8 | 3
O=C(Nc1nc2ccccc2n1CCN1CCCC1)C1CCCCC1 | . | -0.8 | . | 4 | 5 | -5.5 | -5 | -1.6 | -3.3 | -14
COc1ccc([C@H]2CC(=O)C=C(c3ccc(CO)cc3)C2)cc1 | 2 | 3.4 | 3 | 16 | -11 | -0.4 | 11 | -0.6 | -0.9 | -4
COc1ccc(C(CC(=O)Nc2ccc(F)cc2)c2ccccc2)cc1 (stereo not drawn) | . | 3.1 | . | 16 | -30 | 2.5 | 30 | 0.1 | 1.3 | 4
COC(=O)Cc1csc(Nc2ccc(F)c(Cl)c2)n1 | 4 | 2.5 | 4 | 33 | -22 | 1.4 | 22 | 0.6 | 0.0 | 0
Cc1ccc(S(=O)(=O)N2[C@@H](c3ccc(Br)cc3)C(C(=O)O)=CC[C@H]2c2cccc(Cl)c2)cc1 | -2 | 3.6 | -1 | -9 | 19 | -3.6 | -19 | 1.5 | 1.2 | 5
COc1ccc(Br)cc1/C=C(\C(=O)O)c1ccc(S(=O)(=O)N2CCCCC2)s1 | 0 | 2.8 | -2 | 1 | 11 | -0.5 | -11 | -2.6 | 2.7 | 4
CC(C)[C@H](NC(=O)c1ccco1)C(=O)OCC(=O)N(C)c1ccccc1 | 1 | 1.1 | 0 | 3 | 4 | -1.6 | -4 | -0.4 | 2.4 | -4
COc1cc(/C=C/C(=O)OC(C)C(=O)NC2CCCCC2C)cc(Cl)c1OC (stereo not drawn) | -2 | 2.2 | -2 | -3 | -21 | 4.4 | 21 | -3.6 | 0.7 | -3
O=C(Nc1ccc(N2CCN(C(=O)c3ccc(Cl)cc3)CC2)cc1)c1cccs1 | 0 | -3.2 | -3 | 0 | 17 | -0.4 | -17 | -1.0 | 0.6 | -7
O=C(N=C1SC2CS(=O)(=O)CC2N1c1ccc(Cl)cc1)C1CCCO1 (stereo not drawn) | -5 | 1.6 | 1 | -10 | 9 | -1.2 | -9 | -1.7 | 2.7 | -1
Cc1ccc(S(=O)(=O)Nc2cc(C(C(=O)OC(C)C)C(=O)C(F)(F)F)c(O)c3ccccc23)c(C)c1 (stereo not drawn) | . | 3.6 | 2 | 2 | -3 | -0.8 | 3 | 0.3 | -0.7 | 6
COC(=O)c1cc(OC)c(OC)cc1NC(=O)c1ccccc1 | -1 | 4.2 | . | 7 | -59 | -0.9 | 59 | -1.0 | 2.7 | 7
CC(=O)Nc1ccc(/C(C)=N/NC(=O)c2ccc(F)cc2)cc1 | -4 | 1.2 | 2 | 4 | 30 | -1.3 | -30 | -2.2 | 2.1 | -2
Cc1ccc(N(C)C(=O)C2CCCN2S(=O)(=O)c2cccc3nsnc23)cc1 (stereo not drawn) | 70* | 0.8 | 1 | 3 | -7 | 0.2 | 7 | 0.6 | 2.5 | 8
CN(C)CCCNCCCNC(=O)c1ccco1 | -1&3 | 1.8&2.0 | -6&1 | 4 | 6&1 | 0.9 | -6&-1 | -0.2&-1.8 | 1.1 | -2&-9
Cc1cc(Cl)ccc1OC(C)C(=O)OCC(=O)c1ccc[nH]1 (stereo not drawn) | -6 | 1.7 | 1 | 0 | 7 | 0.8 | -7 | -2.0 | 0.0 | -5
